# p53ts 32C tox: qHTS Screen for Compounds that Selectively Target Cancer Cells with p53 Mutations: Cytotoxicity of p53ts Cells at the Permissive Temperature; H1299-p53A138V at 32C, ATP luminescence viability, 24 h; Potency, µM (doses to about 46.1 µM), for inactives: top-dose activity change, negative = cytotoxicity, hits mostly cytotoxic; hit rate 0.93% among 130,000;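 further: 0% = DMSO and -100% = full killing by reference compound; nearly all actives have a fitted effect of over 55% in size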
#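 ATP-content luminescence (ATPlite) read-out after 24 h compound exposure at 32C in H1299-p53A138V cells (600/well). Tested up to 46 uM. Normalized to DMSO (0%) and 100 uM tamoxifen (100% killing); Hill-fit AC50.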
# p53ts 39C kill: qHTS Screen for Compounds that Selectively Target Cancer Cells with p53 Mutations: Cytotoxicity of p53ts Cells at the Nonpermissive Temperature; H1299-p53A138V viability at 39C, ATP luminescence, 24 h; Potency, µM (highest dose often 46.1 µM), for inactives: at the highest dose activity change, negative = cell killing, usual class: cytotoxic; hit rate 1.5% among 130,000; AID 902, 2007; further: nearly all actives have a fitted effect of over 55% in size
# Imprint erasure: qHTS Assay for Compounds that Induce Erasure of Genomic Imprints. mouse ES Peg3-LacZ reporter, beta-gal luminescence, 40 h. hit rate 0.02% among 110,000. Potency, µM (top dose mostly 60.7 µM), inactives show at the top dose activity change, positive = activation, actives largely listed as activators;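 further: 0% = negative control wells on the plate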
#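 Readout: BetaGlo luminescence (5 min, room temp) for LacZ from the normally silent maternal Peg3 allele in female Peg3LacZ-Neo ES cells. Cells 300/well, 40 h, 37C, 5% CO2. Data normalized per plate to negative controls.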
# IkB signaling: IkB Signaling. ABC-DLBCL IkBa-CBG/CBR dual luciferase ratio, 4 h; response scale: scaled: untreated 0%, proteasome inhibitor 100%. Potency, µM (doses to about 57.1 µM), for inactives: top-dose IkBa stabilization activation. hit rate 0.04% among 110,000. AID 445, 2006; active means well fitted curve in the direction sought with a large enough effect in the signal ratio, not every such curve was filed as active; inconclusive means small, poorly fitted or top-dose-only effect, or a change in a side signal; the % refers to the signal ratio;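 further: the direction sought is a rising ratio; 0% = basal untreated cells and 100% = reference inhibitor full response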
#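 In this assay, an IκBα–CBG68 fusion accumulates when IKK-driven degradation is blocked; native CBR normalizes for cell number. OCI-Ly3 cells were treated 4 h with compound and doxycycline, then green and red light read after Chroma-Glo addition.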
# Starred values were filed as active, the others as inactive; ? = inconclusive; nt = no result given; & = joins results of further samples; [ ] = another dose, or the depositor's remark. Unless noted, the call rests on the fitted dose curve; in most records, active means well fitted curve in the direction sought with a large enough effect; inconclusive means small, poorly fitted or top-dose-only effect, or another doubt; inactive means no such curve, though single readings can be large; an effect the other way counts as inactive or inconclusive. Unless noted, on the % scale 0 is the no-effect control and ±100 the full control effect; potency means the concentration at half of the fitted maximal effect.
structure,IkB signaling,p53ts 39C kill,Imprint erasure,p53ts 32C tox
CCCCNC(=O)Nc1ccnn1C1CCCCC1,0.8%,2%,15%,5%
CC(=O)N1CCc2cc(S(=O)(=O)CCC(=O)N3CCN(c4cccc(C)c4C)CC3)ccc21,-1.4%,0%,-7%[10.9 µM],1%
CCCNC(=O)c1c(NC(=O)C2COc3ccccc3O2)sc2c1CCCC2 (centres undefined),nt,0%,nt,-8%
Cc1ccc(NS(=O)(=O)c2c(C)[nH]c(=O)[nH]c2=O)c(C)c1,1.9%,-24%,-11%[10.9 µM],6%
CCC(Sc1ccc2nnc(CCNS(=O)(=O)c3ccc(OC)cc3)n2n1)C(=O)OC (centres undefined),-1.3%,21%,-18%[10.9 µM],-2%
COc1ccc(-c2onc(C)c2C)cc1S(=O)(=O)NC1CCCCC1,?,-17%,-7%[10.9 µM],3%
CCCN(CCC(=O)Nc1cc(OC)cc(OC)c1)CC1CC1,1.9%,6%,-9%,0%
CC(=O)c1sc(NC(=O)C(C)(C)C)nc1C,nt,22%,nt,7%
CCc1ccccc1NC(=O)C(NS(=O)(=O)c1ccc2c(c1)CCC(=O)N2)c1ccccc1 (centres undefined),-0.1%,1%,-12%[10.9 µM],4%
O=C1c2ccccc2C(=O)N1Cc1ccco1,0.0%,3%,-3%,-1%
CCOC(=O)c1ccc(N2C(=O)C(C)=C(C)C2=O)cc1,0.4%,-1%,-15%,0%
CC(C)N(Cc1ccccc1)C(=O)c1cnc2n(c1=O)CCS2,3.8%,22%,-7%,9%
CCCCOc1ccc(C(=O)NCc2nnnn2-c2ccc(C)c(C)c2)cc1,?,8%,-9%[10.9 µM],9%
O=C(NC1CCCCC1)c1ccc(CSc2nc3ccncc3n2Cc2ccc(F)cc2)cc1,?,-9%,18%[10.9 µM],3%
COc1ccc(CCNC(=O)c2cccc(-n3cnc4cccnc43)c2C)cc1OC,?,?,-6%[10.9 µM],5%
CCCNC(=O)CN1C(=O)COc2ccc(S(=O)(=O)N3CCCCCC3)cc21,2.1%,-9%,14%[10.9 µM],10%
Cc1cc(C(=O)Nc2ccccn2)cs1,4.6%,?,-91%[inhibitor],?
O=C(COc1ncnc2ccccc12)N1CCN(S(=O)(=O)c2ccccc2)CC1,1.3%,0%,-4%,0%
CN(C)CCC=C1c2ccccc2C=Cc2ccccc21,2.1%[11.4 µM],?,-2%[10.9 µM],-9%[9.22 µM]
COc1ccc(OC)c(NC(=O)C2CCN(c3nc(C)cc(C)n3)CC2)c1,1.1%,-9%,7%,6%
CSc1ccc(-c2c(C#N)c(N)nc3c2CCCC3)cc1,?,-10%,-24%,-8%
CC1=C(C(N)=O)C(c2ccccc2)n2nc(-c3cccs3)nc2N1 (centres undefined),6.3%,-4%,-1%,-3%
O=C(COc1ccccc1F)Nc1ccccc1OCc1cc(=O)n2ccccc2n1,-3.3%,-16%,-6%[10.9 µM],-17%
Cc1cc(C)c2c(n1)nn1c(C)c(CCC(=O)NCc3ccccc3Cl)c(C)nc21,1.3%,2%,-6%[10.9 µM],4%
Cc1cccc(-n2c3nc(=O)n(C)c(=O)c-3cc3ccc(Cl)cc32)c1C,?,25%,-11%[10.9 µM],10%
O=C(O)CCC(=O)NCc1ccc2[nH]c3c(c2c1)CCCC3,?,-10%,-11%,-17%
N#CC(CC(=O)O)=C(c1ccccc1)c1ccccc1,0.2%[11.4 µM],2%[9.22 µM],?,7%[9.22 µM]
CN1CCN(c2ncnc3ccc(-c4ccccc4Cl)cc23)CC1,0.7%[11.4 µM],-22%,-21%,-9%
CS(=O)(=O)N(CC(=O)N1CCCC1)c1cccc(Cl)c1Cl,0.5%,4%,-4%,6%
CCCCNC(=O)CCSc1nc2nc(C)cc(C)n2n1,1.8%,19%,0%,4%

# Profiles, looked up by structure.
# `CC(=O)c1sc(NC(=O)C(C)(C)C)nc1C` as listed: IkB signaling = nt; p53ts 39C kill = 22%; Imprint erasure = nt; p53ts 32C tox = 7%
# `O=C(COc1ncnc2ccccc12)N1CCN(S(=O)(=O)c2ccccc2)CC1` as listed: IkB signaling = 1.3%; p53ts 39C kill = 0%; Imprint erasure = -4%; p53ts 32C tox = 0%

# Following part:
structure,IkB signaling,p53ts 39C kill,Imprint erasure,p53ts 32C tox
CC(=O)Nc1nnc(SCC(=O)N2CCN(Cc3ccccc3)CC2)s1,nt,15%,nt,-8%
CC(C)NC(=O)Cn1ccc2cc(S(=O)(=O)N3CCCCCC3)ccc21,-3.0%,1%,9%[10.9 µM],3%
COc1ccc(N2C(=O)C3CCCN3C2c2ccccc2)cc1 (centres undefined),1.6%,-6%,-12%,-1%
Cc1c(NC(=O)c2cccc(F)c2)c(=O)n(-c2ccccc2)n1C,-1.2%,4%,-17%,1%
Cc1ccc(C)c(NC(=O)CSc2nc3c([nH]c4ccccc43)c(=O)n2-c2ccc(F)cc2)c1,?,?,-12%[10.9 µM],-1%
CCOc1ccc(CNC(=O)CN2C(=O)C3CCCCN3c3ccc(C(=O)N4CCCC4)cc32)cc1 (centres undefined),5.9%,10%,-10%[10.9 µM],0%
COCc1cc(C)nc2sc3c(c12)NC(c1ccc(O)c(OC)c1)N(c1ccccc1)C3=O (centres undefined),?,3%,16%[10.9 µM],18%
COc1ccc2c(c1)c1c(c(=O)n(-c3ccc(OC)c(OC)c3)c(=O)n1Cc1ccc(C)cc1)n2C,-1.1%,13%,9%[10.9 µM],-1%
CCOc1ccccc1NC(=O)N1CCN(Cc2nc3ccc(C)cc3o2)CC1,?,-12%,7%[10.9 µM],-4%
O=C(Nc1ccc2nc(-c3cccnc3)[nH]c2c1)c1ccco1,4.3%,-28%,-6%,?
c1coc(CNCc2cccs2)c1,nt,13%,nt,-2%
CC1(C)C2CC[C@@]1(C)C(=O)C2,nt,-15%,-11%,-1%
O=C(CN(Cc1ccc(F)cc1)C(=O)Cn1nnc2ccccc21)NCC1CCCO1 (centres undefined),2.5%,-10%,-7%,2%
C=C(CO)C1Cc2c(ccc3c(=O)c4c(oc23)COc2cc(OC)c(OC)cc2-4)O1 (centres undefined),nt,-11%,-12%,-9%
CCCCOC(=O)c1ccc(NC(=O)Cn2nnc3sc4c(c3c2=O)CCCC4)cc1,?,-17%,5%[10.9 µM],5%
COc1ccc(S(=O)(=O)N2CCCC(C(=O)NC3CCCCC3)C2)cc1 (centres undefined),1.0%,-3%,-10%,-11%
CCOC(=O)c1c(CN2CCCCC2)n(C)c2cc(Br)c(O)c(CN(C)C)c12,2.1%,-2%,-2%,1%
O=C(Nc1ccccc1NC(=O)NC1CCCCC1)NC1CCCCC1,-3.1%,5%,-2%,-1%
COc1ccc(C(C)(C)C)cc1NC(=O)Nc1ccc2c(c1)OCO2,?,23%,-21%,20%
Cc1ccc(-c2c3c([nH]c(=S)c2C#N)CCCC3)o1,12%,-7%,-18%,-3%
Cc1nc2c(-c3ccc(F)cc3)c(C)nn2c(C)c1CCC(=O)NCc1ccc(F)cc1,1.3%,2%,24%[10.9 µM],6%
Cc1cccc(OCc2nnc(SCC(=O)Nc3ccc(C)cc3C)o2)c1,1.3%,7%,-8%[10.9 µM],-4%
CCc1ccccc1S(=O)(=O)Cc1ccc(C(=O)NCc2ccc3c(c2)OCO3)o1,?,23%,-16%,7%
c1ccc(-c2oc3ncnc(NCCCn4ccnc4)c3c2-c2ccccc2)cc1,?,-6%,-20%,?
CCN(CC)P(=O)(/C(Cl)=C\Nc1c(C)n(C)n(-c2ccccc2)c1=O)N(CC)CC,6.8%,4%,0%,-5%
N=C1CCC[C@@H]1C(=S)SCCC(N)=O,0.1%[11.4 µM],-12%[9.22 µM],-10%[10.9 µM],-4%[9.22 µM]
Cc1cc2cc(CN(Cc3nnnn3C3CCCCC3)CC3CCCO3)c(=O)[nH]c2cc1C (centres undefined),5.5%,-9%,2%,40%[activator]
CC(C)N(CCC(=O)c1ccc2ccccc2c1)Cc1ccccc1,?,32µM*,-34%&-27%[inhibitor],20µM*
CC1=CC(C)(C)N(C(=O)CSc2nccn2C)c2cc(C)ccc21,-4.1%,0%,-4%,-11%
O=C(Cn1c(=O)n(-c2ccc(F)cc2)c(=O)c2sccc21)N1CCCC1,-1.1%,-6%,-9%,3%

# Following part.
structure,IkB signaling,p53ts 39C kill,Imprint erasure,p53ts 32C tox
CC(NC(=O)CSc1nnc(-c2cc3cc(Cl)ccc3o2)n1C)c1ccccc1 (centres undefined),nt,18%,nt,-4%
CCn1c(SCC(=O)c2ccc3c(c2)OCCO3)nnc1-c1ccco1,1.3%,?,-11%,?
COc1ccc(-c2nnc(SCC(=O)Nc3sc4c(c3C#N)CCC4)n2CC2CCCO2)cc1 (centres undefined),?,19%,-16%,-6%
N#CCCn1c(=O)c(CCc2ccccc2)nc2cnc(Nc3ccccc3)nc21,1.7%[11.4 µM],5%,?,6%
O=C(O)[C@H]1C[C@H](C(=O)O)N1,-1.9%&-7.2%,13%,nt,13%
COc1cc(C2C(C#N)=C(N)Oc3cc(C)n(CC4CCCO4)c(=O)c32)cc2c1OCO2 (centres undefined),-2.3%,3%,-6%,6%
Cc1cccc(CNc2cc(-c3ccc(C(=O)N(C)C)cc3)ncn2)c1,-0.9%[11.4 µM],8%,-5%,-3%
Cn1cccc1C(=O)OCC(=O)c1cc2ccccc2o1,?,-2%,-9%,-1%
O=C(CC1Oc2ccccc2NC1=O)NCCc1ccccc1 (centres undefined),-1.0%,2%,-3%,-6%
O=C(CSc1ncnc2scc(-c3ccc(Cl)cc3)c12)NCc1ccc2c(c1)OCO2,nt,10%,nt,15%
Nc1nnc(-c2ccccc2Cl)s1,0.7%,-1%,-15%,-3%
Cn1nnnc1SCCCNCc1cccc(OCc2ccc(F)cc2)c1,-1.2%,-25%,-25%[10.9 µM],-3%
COCCNC(=O)C1CCN(S(=O)(=O)c2ccc3c(c2)CCCN3C(C)=O)CC1,?,-29%,13%[10.9 µM],0%
CC(=O)Nc1cccc(NC(=O)CSc2ncc(-c3ccc(Cl)cc3)n2Cc2ccco2)c1,?,13µM*,-15%,?
CCS(=O)(=O)c1ncc(N(Cc2ccccc2)Cc2ccco2)c(C(=O)Nc2ccccc2C)n1,0.5%,10%,-9%[10.9 µM],0%
O=c1/c(=C\c2ccc3c(c2)OCO3)sc2n1CCCN=2,?,13µM*,-81%[inhibitor],13µM*
COc1ccccc1CNc1ncnc2ccc(-c3ccccc3OC)cc12,14%[11.4 µM],-20%,-16%,-17%
CCc1ccc(NC(=O)C(C)n2nnc3sc(-c4ccccc4)cc3c2=O)cc1 (centres undefined),?,-15%,-8%[10.9 µM],8%
CCC(=O)Nc1nonc1-c1nc2ccccc2n1Cc1ccccc1,-3.0%,-1%,?,-20%
COc1ccccc1-c1cn(S(=O)(=O)c2ccc(C)cc2)nc1N,?,1%,-29%,5%
CCOC(=O)N1CCN(C(=O)c2cc3c(=O)[nH]c4ccccc4c3s2)CC1,0.1%,8%,-11%,24%
CC(C)=NO[C@@H](C)CN1CCCCc2nc(C)c(C)cc21,nt,16%[9.22 µM],nt,6%[9.22 µM]
CN1CCN(/C=N/c2c(C#N)cnn2C)CC1,0.7%,11%,-4%,-8%
Cc1cc(C(=O)N2CCCCCC2)cs1,0.2%,8%,-23%,2%
O=C(c1cccs1)N1CCN(C/C=C/c2ccccc2)CC1,-0.9%,-5%,-13%,-11%
Fc1ccccc1OCCSc1nnnn1-c1ccccc1,?,-8%,-37%[inhibitor],-12%
O=C(CCC1N=C2c3ccccc3N=C(SCc3ccccc3Cl)N2C1=O)NCc1ccco1 (centres undefined),1.3%,2%,-12%,-8%
